CHO-K1 Ca ag = M1 agonist counterscreen hit in parental CHO-K1 cells; 0.48% of 360,000 active; activation, % at 3 µM; Fluo-8 calcium fluorescence; scaled to maximal ATP response, vehicle zero; in the data active means activation above about 15%;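 further: untransfected CHO-K1 host cells lacking M1 receptor as counterscreen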
M1 PAM parental = nonselective activator or artifact in parental CHO-K1 calcium assay; ATP EC20, Fluo-8 calcium fluorescence; 0% at ATP EC20, 100% at ATP max; activation, % at 3 µM; 0.02% of 360,000 active;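 active means activation above the run cutoff, the mean activation of all test compounds plus 3 SD, cut at about 40% in these data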;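 further: peak over basal fluorescence ratio in a 140 s read after ATP addition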
M1 PAM = positive allosteric modulators of human M1 muscarinic receptor. P11229. CHO-K1 hM1, Fluo-8 calcium fluorescence, ACh EC20; 0% = ACh EC20, 100% = maximal ACh. activation, % at 3 µM. 0.088% of 360,000 active; in the data active means activation above about 19%, passing the limit was not always enough
Target sequence (P11229 whole entry, looked up): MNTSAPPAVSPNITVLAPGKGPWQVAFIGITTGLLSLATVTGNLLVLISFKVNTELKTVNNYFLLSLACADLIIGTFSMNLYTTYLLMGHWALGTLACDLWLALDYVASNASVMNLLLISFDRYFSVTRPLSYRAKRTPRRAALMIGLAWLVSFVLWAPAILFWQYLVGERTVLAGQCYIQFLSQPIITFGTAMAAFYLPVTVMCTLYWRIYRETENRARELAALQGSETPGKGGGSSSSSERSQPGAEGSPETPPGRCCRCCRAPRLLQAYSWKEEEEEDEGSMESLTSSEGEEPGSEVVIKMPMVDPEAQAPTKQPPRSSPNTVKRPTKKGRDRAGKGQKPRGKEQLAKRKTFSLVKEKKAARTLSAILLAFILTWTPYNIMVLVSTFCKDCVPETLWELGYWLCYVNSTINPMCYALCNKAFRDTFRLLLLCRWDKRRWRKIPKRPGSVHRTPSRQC
CHO parental Ca = counter-screen: ATP calcium response change in parental CHO cells. parental CHO-K1, ATP-induced calcium, Fluo-8 fluorescence. inhibition, % at 5.6 µM. 0.63% of 330,000 active. AID 463079;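 active means inhibition above that plate's mean sample inhibition plus 3 SD, cut at about 26% in these data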;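 further: 0% = ATP-challenged DMSO wells and 100% = DMSO wells without ATP; some compounds past the cut are filed as inactive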
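Test system: parental CHO cells; detection: calcium-sensitive Fluo-8 fluorescence; evaluation: percent inhibition of calcium signal; also added: ATP as calcium-mobilizing challenge; repeats: one well per compound; control set: ATP-challenged DMSO wells low, unchallenged DMSO wells high; compound: single nominal dose of 5.6 µM per compound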
CHRM1 agonist = agonists of human M1 muscarinic receptor | CHO-K1 hM1, Fluo-8 calcium fluorescence, agonist mode; 0% DMSO, 100% acetylcholine EC100 | activation, % at 3 µM | 0.33% of 360,000 active;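 active means activation above the run's mean compound activation plus 3 SD, cut at about 16% in these data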;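 further: peak over basal fluorescence ratio within a 140 s kinetic read after compound addition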
TAAR1 antagonist = human TAAR1 antagonism; CHO RD-HGA16 TAAR1, Fluo-8 calcium fluorescence, antagonist; inhibition, % at 3 µM; 1.5% of 360,000 active; AID 624466;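 active means inhibition above a per-plate cutoff, the mean inhibition of test compounds on that plate plus 3 SD, cut at about 49% in these data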;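 further: 0% = DMSO plus EC80 beta-PEA response and 100% = DMSO alone without agonist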
Target sequence (Q96RJ0 whole entry, looked up): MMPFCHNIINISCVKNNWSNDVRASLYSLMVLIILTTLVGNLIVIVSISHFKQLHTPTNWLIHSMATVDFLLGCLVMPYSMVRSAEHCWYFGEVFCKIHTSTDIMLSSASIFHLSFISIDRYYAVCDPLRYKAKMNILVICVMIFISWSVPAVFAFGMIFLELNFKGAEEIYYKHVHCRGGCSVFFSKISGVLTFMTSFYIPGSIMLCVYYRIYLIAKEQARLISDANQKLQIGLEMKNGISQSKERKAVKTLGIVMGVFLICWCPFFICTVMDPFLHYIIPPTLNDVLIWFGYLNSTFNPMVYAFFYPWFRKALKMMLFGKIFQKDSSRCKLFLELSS
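Material: CHO RD-HGA16 cells bearing hTAAR1; compound dosing: one-point dosing, 3 µM nominal final; schedule: dye loading 75 min at 37 °C, then 30 min room temperature; measured by: calcium fluorescence with Fluo-8; control set: vehicle and agonist controls; replication: n of 1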
TAAR1 agonist = human TAAR1 agonism; AID 624467; 0.99% of 360,000 active; activation, % at 3 µM; CHO RD-HGA16 TAAR1, Fluo-8 calcium fluorescence; vehicle wells 0%, saturating PEA agonist 100%;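 active means activation above the mean activation of all test compounds in the run plus 3 SD, cut at about 38% in these data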
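Repeats: no replicates (n 1) | Material: CHO-derived RD-HGA16 cells with stable Gα16 and human TAAR1 | Technique: Kinetic Fluo-8 calcium fluorescence | Schedule: 17-24 h seeding, 75 min 37 °C dye, 30 min RT | Evaluation: % activation from peak over basal fluorescence ratio, DMSO-to-PEA scaled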
CHO-K1 Ca antag = counter-screen for M1 antagonists: effect in parental CHO-K1 cells; ATP-induced calcium, Fluo-8 fluorescence; inhibition, % at 3 µM; 0.6% of 360,000 active; AID 602250;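 active means inhibition above a per-plate cutoff, the plate's mean sample inhibition plus 3 SD, cut at about 24% in these data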;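 further: 0% = DMSO plus EC80 ATP and 100% = DMSO alone without ATP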
M1 antag = human CHRM1 antagonism. CHO-K1 hM1, Fluo-8 calcium fluorescence, ACh EC80 antagonist. inhibition, % at 3 µM. 1.3% of 360,000 active;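 active means percent inhibition above its own plate's cutoff, namely the mean of that plate's compound wells plus 3 SD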;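 further: peak over basal fluorescence ratio during 140 s after agonist addition; 0% = ACh EC80 plus DMSO and 100% = DMSO alone without agonist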
Active calls of the source: *; x = not tested or not shown.

SMILES | CHO-K1 Ca ag | M1 PAM parental | M1 PAM | CHO parental Ca | CHRM1 agonist | TAAR1 antagonist | TAAR1 agonist | CHO-K1 Ca antag | M1 antag
CCN(C(=O)COC(=O)c1cccc(S(=O)(=O)N(CC)CC)c1)C1CCS(=O)(=O)C1 (stereo not drawn) | 0.2 | -23.4 | 13.4 | -4.3 | 0.0 | -2.6 | 0.1 | 0.4 | -11.3
CCCOc1c(Cl)cc(C(=O)NC)cc1OC | -0.1 | -13.2 | -1.4 | -3.9 | -3.4 | -14.4 | -0.1 | -9.4 | 9.2
CNC(=S)N(Cc1ccc2c(c1)OCO2)C1CC(=O)N(c2ccc(F)cc2)C1=O (stereo not drawn) | 2.6 | 19.0 | 4.9 | -3.7 | -1.2 | 2.2 | 29.3 | -10.7 | -7.2
COC(=O)c1cc2c(-c3ccccc3)c(C)c3ccccn3c-2c1C(=O)OC | 1.4 | 17.2 | 1.0 | -26.4 | -5.0 | 33.8 | 18.6 | -4.5 | -3.7
O=C(C1CCCO1)N1CCN(C(c2ccccc2)c2ccccc2)CC1 (stereo not drawn) | 0.1 | -0.7 | -3.1 | -9.1 | -10.5 | 8.0 | 10.8 | -19.1 | 2.3
CN(c1ccccc1C(=O)Nc1ccc2c(c1)OCCO2)S(C)(=O)=O | 1.0 | 27.7 | 12.8 | -9.0 | -2.7 | 4.5 | 3.2 | -7.8 | -14.4
O=C(NC1CC1)c1ccc(-c2cnc3cccnn23)cc1 | 0.2 | 3.6 | 3.1 | x | -1.1 | -1.3 | 1.8 | 0.3 | -5.6
CC[n+]1ccccc1/C=C/Nc1ccccc1 | -0.1 | -13.9 | -2.0 | 2.1 | -5.5 | 3.9 | 2.1 | 2.5 | 15.6
C=CCNCCOCCOc1ccc(Cl)cc1C(C)(C)C | 4.5 | 18.9 | 4.6 | -6.3 | -3.0 | 2.1 | 10.6 | -5.5 | -3.6
Cc1ccc([C@H]2C[C@H](n3cc(C4CC4)nn3)[C@@H](O)CN2C(=O)C2CCCCC2)cc1 | 1.4 | 10.7 | 5.8 | x | -2.4 | -0.8 | 3.9 | -14.7 | -10.8
COc1ccc(C(CNC(=O)COc2ccccc2C)N2CCOCC2)cc1 (stereo not drawn) | 0.9 | -16.0 | 2.2 | -16.2 | -1.3 | 5.6 | 1.4 | 1.6 | -2.4
Cc1ccccc1CNC(=O)CCC(=O)N1Cc2ccccc2Oc2ncccc21 | 2.0 | -4.4 | -0.7 | -8.2 | 1.1 | 1.2 | 7.6 | -5.7 | -0.3
O=C1c2ccccc2C(c2nnnn2Cc2ccccc2)N1CCc1ccc(O)cc1 (stereo not drawn) | 7.2 | 12.1 | x | x | x | 67.1* | 14.4 | 0.2 | x
NC(=O)c1ccc(-n2c(CCC(=O)O)ccc2-c2cccs2)cc1 | 1.8 | 11.3 | 1.0 | -6.6 | -4.5 | 7.4 | 12.3 | 6.9 | -0.4
COc1ccccc1C(=O)Nc1ccnn1C1CCN(C(=O)c2ccoc2C)CC1 | 1.2 | -3.4 | 9.3 | 1.8 | -0.1 | 4.0 | 3.6 | -3.3 | -13.6
CCOc1cc(Br)c(C(=O)O)cc1OCC | -0.3 | 6.6 | 0.7 | -4.8 | -2.4 | 15.7 | 6.4 | -8.1 | -4.2
CC1=C(C(=O)N(C(C)C)C(C)C)CC(CC(=O)NCCCN(C)C)C(=O)N1Cc1ccc(F)cc1 (stereo not drawn) | 0.6 | 12.3 | 2.0 | x | -6.9 | -8.4 | 0.0 | -14.5 | -20.1
COC(=O)C1=NNC2C(=O)N(c3ccc(C)cc3)C(=O)C12 (stereo not drawn) | 0.8 | 11.6 | 15.0 | -2.3 | -8.1 | -1.8 | 3.1 | -15.0 | -6.3
COc1ccc(Nc2ncnc3ccc([N+](=O)[O-])cc23)c(OC)c1 | 0.2 | -20.5 | -0.1 | -4.9 | -5.3 | -4.1 | -0.7 | 1.5 | 5.3
O=C(c1ccc(S(=O)(=O)NCC2CCCO2)cc1)N1CCc2ccccc21 (stereo not drawn) | 4.3 | 16.0 | 2.9 | -0.1 | -0.6 | 9.8 | 5.0 | -2.5 | -3.4
COc1cc(OC)c(C(=O)OCC(=O)Nc2cccc(S(=O)(=O)NC3=NCCCCC3)c2)cc1OC | 1.4 | 2.1 | 0.4 | x | -3.8 | -19.1 | 10.1 | -7.7 | 1.8
COC(=O)C1CCN(Cc2cn(-c3ccccc3)nc2-c2ccc3c(c2)OCO3)CC1 | 2.1 | 6.0 | 2.4 | -20.8 | -5.6 | -11.9 | -0.9 | -10.0 | -4.5
C[C@H]1CN([C@@H](C)CO)C(=O)c2cccc(NC(=O)Nc3ccc(F)cc3)c2O[C@@H]1CN(C)Cc1ccc(C(=O)O)cc1 | -0.2 | -6.1 | -12.9 | 1.8 | -2.1 | 9.3 | 6.2 | -14.1 | 22.1
CCc1ccc(NC(=O)CSC2=C(C#N)C(c3ccc4c(c3)OCO4)CC(=O)N2)cc1 (stereo not drawn) | 4.9 | 16.1 | -7.9 | -6.9 | -6.9 | 7.3 | 8.7 | -17.7 | 10.1
COc1ccc(Cl)cc1NC(=S)NCCN1CCOCC1 | 0.2 | 4.3 | 4.7 | -5.2 | -2.2 | 3.9 | -0.9 | -4.2 | -11.2

An excerpt of these results, as tab-separated lines:
Compound	CHO-K1 Ca ag	M1 PAM parental	M1 PAM	CHO parental Ca	CHRM1 agonist	TAAR1 antagonist	TAAR1 agonist	CHO-K1 Ca antag	M1 antag
Cc1ccc([C@H]2C[C@H](n3cc(C4CC4)nn3)[C@@H](O)CN2C(=O)C2CCCCC2)cc1	1.4	10.7	5.8	x	-2.4	-0.8	3.9	-14.7	-10.8
COc1ccc(C(CNC(=O)COc2ccccc2C)N2CCOCC2)cc1 (stereo not drawn)	0.9	-16.0	2.2	-16.2	-1.3	5.6	1.4	1.6	-2.4

Complete entries from above:
Listed for CC[n+]1ccccc1/C=C/Nc1ccccc1 = CHO-K1 Ca ag = -0.1; M1 PAM parental = -13.9; M1 PAM = -2.0; CHO parental Ca = 2.1; CHRM1 agonist = -5.5; TAAR1 antagonist = 3.9; TAAR1 agonist = 2.1; CHO-K1 Ca antag = 2.5; M1 antag = 15.6
Listed for COc1cc(OC)c(C(=O)OCC(=O)Nc2cccc(S(=O)(=O)NC3=NCCCCC3)c2)cc1OC = CHO-K1 Ca ag = 1.4; M1 PAM parental = 2.1; M1 PAM = 0.4; CHO parental Ca = x; CHRM1 agonist = -3.8; TAAR1 antagonist = -19.1; TAAR1 agonist = 10.1; CHO-K1 Ca antag = -7.7; M1 antag = 1.8
Listed for COc1ccccc1C(=O)Nc1ccnn1C1CCN(C(=O)c2ccoc2C)CC1 = CHO-K1 Ca ag = 1.2; M1 PAM parental = -3.4; M1 PAM = 9.3; CHO parental Ca = 1.8; CHRM1 agonist = -0.1; TAAR1 antagonist = 4.0; TAAR1 agonist = 3.6; CHO-K1 Ca antag = -3.3; M1 antag = -13.6

Continued:
SMILES | CHO-K1 Ca ag | M1 PAM parental | M1 PAM | CHO parental Ca | CHRM1 agonist | TAAR1 antagonist | TAAR1 agonist | CHO-K1 Ca antag | M1 antag
CCN(c1ccc(OC)cc1)S(=O)(=O)c1ccc2c(c1)CC(C)N2C(=O)C1CC1 (stereo not drawn) | 7.4 | -6.1 | -10.1 | -13.7 | -1.7 | 10.5 | -1.6 | -7.5 | 14.4
COC(=O)C1=C(C)NC(=S)NC1c1ccc(OCC(=O)N2CC(C)OC(C)C2)c(OC)c1 (stereo not drawn) | -0.5 | 6.2 | 5.8 | -6.2 | -3.2 | -2.7 | -1.5 | -8.9 | 1.0
Cc1ccc(CN(CCO)CCO)cc1 | 1.1 | 14.7 | 5.2 | 4.1 | -4.1 | -1.7 | 3.2 | -16.6 | -5.3
O=C(CCN1C(=O)c2ccccc2C1=O)Nc1ccc(-c2nc3ccccc3s2)cc1 | 0.4 | 10.8 | 3.4 | -9.3 | -2.5 | -5.9 | 6.5 | -4.4 | -2.3
Cc1nc2ccccc2cc1C(=O)N/N=C/c1cccc([N+](=O)[O-])c1 | 1.0 | 18.0 | -4.8 | -3.2 | -3.0 | 2.4 | 0.7 | -12.4 | -0.9
CCOC(=O)Cn1c(CCC(=O)O)ccc1-c1ccc(F)cc1 | 0.4 | 13.6 | 5.6 | -16.6 | -2.7 | 6.6 | 0.5 | 10.3 | -2.9
O=C(O)C1CC(=O)N(C2CCCCC2)C1c1ccccc1 (stereo not drawn) | 0.3 | 2.0 | -6.4 | 4.8 | -2.9 | 7.9 | 5.2 | -3.8 | 0.1
CC(C)CCNC(=O)CN(CC1CCCO1)C(=O)CCC(=O)Nc1ccccn1 (stereo not drawn) | 0.5 | 22.3 | 13.9 | 7.0 | 1.4 | 7.1 | 5.9 | -11.9 | -62.6
CC1CC(C)(C)CC(=O)C1C(=O)c1ccccc1 (stereo not drawn) | 1.0 | 0.6 | 5.9 | -8.0 | -5.6 | -3.4 | 3.2 | -10.9 | -1.3
Clc1ccc2nc(CSc3nnc(-c4c[nH]c5ccccc45)o3)cn2c1 | 0.7 | 22.4 | 5.7 | x | -6.6 | -1.9 | 0.4 | -12.9 | -13.6
CCOC(=O)C1CCN(S(=O)(=O)c2c(C)n[nH]c2C)CC1 | 0.6 | 25.6 | 7.7 | -4.0 | -3.2 | -17.1 | 8.2 | 0.8 | -23.1
C[C@]1(CO)CCC[C@@]2(C)C1CC[C@@H](CO)[C@@H]2CCc1ccoc1 (stereo partly drawn) | 13.9 | -4.0 | -2.6 | 1.7 | 7.8 | 17.1 | 32.2 | 29.9* | 3.8
O=C(O)c1ccc(Br)c(S(=O)(=O)N2CCCC2)c1 | 0.1 | 12.8 | 0.2 | 24.1 | -2.4 | 18.3 | -0.3 | -19.5 | -2.7
CC(C)(C)OC(=O)NCCCC[C@H](NC(=O)c1nc[nH]c1C(=O)N1CCc2ccccc2C1)C(=O)OC(C)(C)C | 0.9 | -13.8 | -21.9 | -23.6 | -5.3 | 36.9 | 9.2 | -1.5 | 28.8
CCc1ccc(C2c3[nH]c4ccccc4c3CCN2C(=O)CNC(N)=O)cc1 (stereo not drawn) | 0.3 | -22.9 | 0.8 | -11.7 | -4.5 | -12.6 | 1.8 | 21.4 | 1.1
CSC(=Nc1ccccc1)C(C#N)c1nc2ccccc2[nH]1 (stereo not drawn) | 1.4 | 11.5 | 0.2 | -29.7 | -4.7 | -12.3 | 0.8 | -18.3 | -8.3
COCCn1cc(C(=O)c2cc(Br)ccc2O)cc(C#N)c1=O | 2.3 | 16.0 | 2.5 | -11.0 | -5.5 | 2.3 | 6.6 | -2.8 | 0.6
CC(=O)Nc1ccc(C)c(NC(=S)Nc2ccc(F)cc2)c1 | 6.5 | 10.1 | -1.2 | -8.4 | 0.1 | -26.8 | 0.8 | -3.0 | 18.1
COc1ccc(/C=N/NC(=O)c2ccoc2C)cc1O | -0.1 | 22.9 | 10.6 | -0.8 | -5.3 | -8.9 | -0.5 | -10.0 | -5.5

Screens deposited in PubChem BioAssay by The Scripps Research Institute Molecular Screening Center.
